Tb MetRS inh = T. brucei MetRS inhibitors, primary screen, biochemical, luminescence; methionyl-tRNA synthetase (Trypanosoma brucei brucei); purified T. brucei MetRS, ATP depletion, Kinase-Glo luminescence; inhibition, % at 11.9 µM; 0.4% of 360,000 active; AID 624268, 2012;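 active means inhibition above a per-plate cutoff of the control wells' mean inhibition plus 3 SD, cut at about 5.5% in these data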;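 further: 0% = DMSO wells median and 100% = median of wells with control inhibitor compound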
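Test system: purified T. brucei MetRS enzyme. Also added: ATP, methionine and E. coli bulk tRNA substrates. Compound: 11.9 µM single point. Schedule: 15 min enzyme-compound preincubation, 2 h reaction, 10 min detection, 25 °C. Signal: luciferase luminescence of residual ATP, Kinase-Glo. Evaluation: percent inhibition versus plate control medians. Controls: DMSO wells, low control.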
NadD inh = inhibitors of S. aureus NadD, primary screen, biochemical, colorimetric, uHTS; Nicotinate-nucleotide adenylyltransferase NadD (Staphylococcus aureus N315); purified NadD enzyme, colorimetric absorbance read-out; inhibition, % at 20 µM; 0.78% of 360,000 active; AID 602399, 2012; in the data active means inhibition above about 26%; further: some compounds past the cut are filed as inactive
DNMT1 block = human DNMT1 methyltransferase inhibitors, primary screen, biochemical, molecular beacon, fluorescence, HinP1I cleavage, uHTS | DNA (cytosine-5)-methyltransferase 1 (Homo sapiens), P26358 | inhibition (reported as % activation of signal), % at 10 µM | 0.83% of 360,000 active; in the data active means inhibition above about 50%
Target sequence (P26358 504-1616 limits assumed): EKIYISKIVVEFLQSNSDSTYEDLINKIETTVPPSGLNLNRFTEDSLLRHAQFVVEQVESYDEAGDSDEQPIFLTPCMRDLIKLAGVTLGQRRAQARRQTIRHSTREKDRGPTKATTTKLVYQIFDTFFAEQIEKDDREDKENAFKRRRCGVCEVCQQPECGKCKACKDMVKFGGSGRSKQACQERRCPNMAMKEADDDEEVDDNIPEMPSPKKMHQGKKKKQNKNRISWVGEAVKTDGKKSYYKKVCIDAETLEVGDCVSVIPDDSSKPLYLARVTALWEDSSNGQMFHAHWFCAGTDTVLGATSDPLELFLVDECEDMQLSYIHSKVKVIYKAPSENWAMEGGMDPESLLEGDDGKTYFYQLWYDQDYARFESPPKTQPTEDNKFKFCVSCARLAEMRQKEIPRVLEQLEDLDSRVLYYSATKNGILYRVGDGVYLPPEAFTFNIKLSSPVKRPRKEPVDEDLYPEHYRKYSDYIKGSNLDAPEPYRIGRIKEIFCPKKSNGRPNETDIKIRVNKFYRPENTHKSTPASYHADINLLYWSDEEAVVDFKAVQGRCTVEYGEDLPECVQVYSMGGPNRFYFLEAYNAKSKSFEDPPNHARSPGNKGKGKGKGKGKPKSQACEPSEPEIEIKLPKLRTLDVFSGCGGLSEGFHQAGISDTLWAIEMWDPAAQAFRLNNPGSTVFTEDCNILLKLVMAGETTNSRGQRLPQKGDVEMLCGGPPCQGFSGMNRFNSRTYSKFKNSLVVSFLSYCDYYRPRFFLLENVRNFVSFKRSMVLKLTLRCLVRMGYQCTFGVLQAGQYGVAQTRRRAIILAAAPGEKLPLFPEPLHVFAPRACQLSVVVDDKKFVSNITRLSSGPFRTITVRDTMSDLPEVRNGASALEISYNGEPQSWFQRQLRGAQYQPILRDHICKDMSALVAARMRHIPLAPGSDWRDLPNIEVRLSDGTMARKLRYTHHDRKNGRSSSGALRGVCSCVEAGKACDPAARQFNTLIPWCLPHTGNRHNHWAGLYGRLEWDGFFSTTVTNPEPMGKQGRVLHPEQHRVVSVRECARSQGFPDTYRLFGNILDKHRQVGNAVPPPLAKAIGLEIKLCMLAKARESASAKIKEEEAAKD
CSN deneddyl inh = inhibitors of CSN-mediated cullin deneddylation, primary screen, biochemical, fluorescence polarization, uHTS. COP9 signalosome complex subunit 5 (Homo sapiens), Q92905. Purified CSN, SCF-Nedd8-OG deneddylation. inhibition, % at 12.5 µM. 0.38% of 360,000 active. AID 651999, 2013;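 active means pattern-corrected inhibition above about 35%, with an unprinted fluorescence ratio check between 0.5 and 1.5, limit read from the data, passing the limit was not always enough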;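 further: 0% = enzyme with substrate and 100% = substrate without enzyme; some results filed as inactive read as strong as hits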
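Assay system: Purified human Csn5 enzyme expressed in HEK293T cells | Amount: Enzyme 0.24 nM | Measured by: Fluorescence polarization readout | Medium: Tris/NaCl/DTT buffer, pH 7.5 | Compound dosing: One concentration, 12.5 µM, 0.25% DMSO | Times: 90 min incubation of compound, enzyme and substrate at room temperature | Control set: no-enzyme wells high, enzyme-with-substrate wells low | Read-out: % inhibition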
STEP inh = STEP phosphatase inhibitors, primary screen, biochemical, fluorescence intensity, uHTS; recombinant STEP, OMFP fluorogenic substrate; inhibition, % at 20 µM; 0.25% of 360,000 active; AID 588621, 2011;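 active means inhibition at 20 µM, scaled per plate between control wells, above about 37%, limit read from the data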;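 further: 0% = DMSO with enzyme and substrate and 100% = substrate only without enzyme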
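System: STEP (striatal-enriched tyrosine phosphatase) enzyme, cell-free; medium: Bis-Tris pH 6.0 buffer with DTT, detergent; dosing: 20 µM, 1% DMSO; times: reaction 20 min, ambient temperature; detection: fluorescence, 480/540 nm; read-out basis: normalized % inhibition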
PABP1 MLLE inh = inhibitors of PABP1 MLLE–PAM2 peptide binding, primary screen, biochemical, fluorescence polarization, FITC-PAM2, GST-MLLE. Polyadenylate-binding protein 1 (Homo sapiens), P11940. inhibition, % at 20 µM. 0.36% of 360,000 active; in the data active means inhibition above about 35%, passing the limit was not always enough;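 further: plate controls were DMSO wells with GST-MLLE for no effect and wells lacking GST-MLLE protein for full effect; some results filed as inactive read as strong as hits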
Scp1 inh = Scp-1 phosphatase inhibitors, primary screen, biochemical, colorimetric, uHTS. Recombinant Scp1, phosphopeptide, malachite green phosphate absorbance. inhibition, % at 20 µM. 0.88% of 340,000 active. AID 493091, 2011;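 active means inhibition above about 50% at 20 µM, limit read from the data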;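 further: plate controls were DMSO wells with enzyme for no effect and wells lacking enzyme for full effect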
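assay system = SCP-1 phosphatase catalytic domain, residues 76-261 | buffer or medium = 50 mM Tris acetate pH 5.5, 0.005% Tween-20, 10 mM MgCl2 | incubation = enzyme reaction 45 min at room temperature, colour 5 min, stabilisation 30 min | signal = Phosphate-binding colour reagent, absorbance read at 630 nm | measure = % inhibition at 20 µM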
Rpn11 inh = Rpn11 (PSMD14) deubiquitinase inhibitors, primary screen, biochemical, fluorescence polarization, uHTS; 26S proteasome non-ATPase regulatory subunit 14 (Homo sapiens), O00487; human 26S proteasome, Ub4-pepOG fluorescence polarization; 20S core pre-blocked with epoxomicin; calls only at 20 µM; 0.59% of 360,000 active;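 active means inhibition at 20 µM, scaled to each plate's controls, above about 33%, limit read from the data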
LMPTP block = LMPTP phosphatase inhibitors, primary screen, biochemical, fluorescence intensity, uHTS; recombinant LMPTP-A, OMFP fluorogenic substrate; inhibition, % at 20 µM; Low molecular weight phosphotyrosine protein phosphatase (Homo sapiens), P24666; 0.22% of 360,000 active; AID 651560, 2012;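 active means compounds that cut the enzyme signal by at least half of the control window in the single-dose screen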;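 further: plate controls were DMSO wells with enzyme plus substrate for no effect and substrate without enzyme for full effect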
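Test system – LMPTP-A enzyme · Amount – LMPTP-A at 0.625 nM final in the reaction · Buffer or medium – Bis-Tris pH 6.0, DTT, detergent · Reagent – OMFP 400 µM · Doses – single 20 µM dose · Schedule – reaction 50 min, room temperature, dark · Detection – fluorescence intensity of OMFP turnover product · Evaluation – percent inhibition versus substrate-only and uninhibited controls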
SUMO1 PPI mod = modulators of SUMO1 protein-protein interactions, primary screen, biochemical, uHTS; Small ubiquitin-related modifier 1 (Homo sapiens), P63165; SUMO1 binding to a labelled peptide, TR-FRET, 1 h; inhibition, % at 20 µM; 0.33% of 360,000 active; AID 602429, 2012; in the data active means inhibition above about 37%
The depositor's hits bear a star; i = inactive.

molecule	CSN deneddyl inh	Scp1 inh	NadD inh	PABP1 MLLE inh	STEP inh	Tb MetRS inh	Rpn11 inh	SUMO1 PPI mod	DNMT1 block	LMPTP block
Cn1c(SCC(=O)NNC(=O)Cc2ccccc2)nnc1-c1ccccc1	-10	1	-3	-12	-4	-0.6	i	-1	2	0.9
Cc1ccc(CC2CC(=O)N(c3nc4ccccc4s3)C2=O)cc1 (stereo not drawn)	-2	-13	-5	-15	1	-0.1	i	-1	2	-1.3
O=C(N/N=C/C=C/c1ccco1)c1cccs1	21	-4	5	-7	-2	-0.1	i	13	28	5.1
CCCNc1c(N)c(=O)oc2ccccc12	4	-6	5	14	-1	-1.5	i	-7	14	0.2
N#Cc1cc(Br)ccc1N=C1CCCN1c1ccccc1	4	-7	-7	-6	2	0.3	i	-1	-2	-0.4
N#C/C(C(=O)NCc1ccccc1)=C1/N=C(NC(=O)c2cccs2)c2ccccc21	-9	-7	-3	-31	-1	-0.1	i	35	0	-0.6
CCOC(=O)N1CCN(C(=O)c2ccc(Cn3c(=S)[nH]c4cc(C(=O)OC)ccc4c3=O)cc2)CC1	1	-7	21	-99	0	0.2	i	0	4	-1.7
COC(=O)c1c(NC(=O)C2CC2)sc2c1CCCC2	-2	-9	-5	-15	0	-0.5	i	5	3	1.2
COc1cccc(CNC(=O)CN2C(=O)CCSc3ccc(S(=O)(=O)N4CCCC4)cc32)c1	-3	-1	2	-2	-3	-1.2	i	2	-9	1.1
CCOC(=O)Cc1csc(NC(=O)CCCC(=O)O)n1	-6	-9	-4	-1	0	-0.6	i	-3	0	-0.3
COc1cccc(-c2ccc(SCC(=O)c3ccccc3)nn2)c1	-2	-3	-3	9	1	-0.3	i	1	-5	1.6
Cc1ccc(C)c(NC(=O)COC(=O)CCC(=O)c2cccs2)c1	-11	-15	1	-6	1	0.4	i	-5	-2	0.1
COC(=O)C1CC(=O)N(c2ccc(OCc3ccccc3Cl)cc2)C1 (stereo not drawn)	-1	-7	-6	18	0	-0.5	i	22	-2	1.2
COc1ccc(S(=O)(=O)N2CCCCC2)cc1NC(=O)C1CSC2(C)CCC(=O)N12 (stereo not drawn)	0	3	1	-4	1	-0.4	i	3	0	1.9
COc1cc2c(=O)n(Cc3ccco3)c(=O)n(CC(=O)c3ccc(Br)cc3)c2cc1OC	4	-4	-2	-3	0	-1.5	i	-8	8	0.5
COc1cc(N2C(=O)c3ccccc3C2=O)c(Cl)cc1C(=O)OCC(=O)N(C)C	2	-9	3	-7	1	-0.1	i	-1	-1	-0.7
CN=C1SC(CC(=O)Nc2cc(Cl)ccc2Cl)C(=O)N1C (stereo not drawn)	-1	-5	-2	-5	1	0.2	i	2	-2	-0.9
Cc1cc(O)c2/c(=N\N)c(-c3csc(C)n3)coc2c1	2	-13	-5	-10	-2	-0.1	i	17	-7	-0.7
O=Cc1cn(-c2ccccc2)nc1-c1ccc2c(c1)OCCO2	-1	-17	-11	2	-5	-0.2	i	0	-1	-0.8
CCCCCCC(=O)N/N=C1\CCCc2ccccc21	0	-5	-4	-17	-3	0.1	i	2	-1	-0.9
NC(=O)c1ccc(OCc2ccccc2)nc1	1	5	-1	19	0	-0.3	i	8	-1	-0.4
CC(C)(C)OC(=O)C[C@@H]1C/C=C\C[C@H](CC(=O)NCCO)C(=O)NC[C@H](c2ccccc2)OC1=O	2	-2	-1	-7	-1	-0.3	i	2	4	-1.3
CCN(CC)C(=O)CSc1nc2c(sc(=S)n2-c2ccccc2)c(=O)n1Cc1ccco1	1	-8	17	36	7	-0.2	i	2	9	2.4
O=C(c1ccccc1NS(=O)(=O)c1ccc(Br)s1)N1CCCC1	-1	-5	-2	-3	0	0.5	i	-1	4	-1.4
COc1ccc(N2CCN(C(=O)c3ccccc3Br)CC2)c([N+](=O)[O-])c1	1	-13	-9	0	0	14*	i	-35	1	-1.0

Some of the entries above, set out differently:
Sequence of screens: CSN deneddyl inh	Scp1 inh	NadD inh	PABP1 MLLE inh	STEP inh	Tb MetRS inh	Rpn11 inh	SUMO1 PPI mod	DNMT1 block	LMPTP block
> COc1cc(N2C(=O)c3ccccc3C2=O)c(Cl)cc1C(=O)OCC(=O)N(C)C
    2	-9	3	-7	1	-0.1	i	-1	-1	-0.7
> CN=C1SC(CC(=O)Nc2cc(Cl)ccc2Cl)C(=O)N1C (stereo not drawn)
    -1	-5	-2	-5	1	0.2	i	2	-2	-0.9
> Cc1cc(O)c2/c(=N\N)c(-c3csc(C)n3)coc2c1
    2	-13	-5	-10	-2	-0.1	i	17	-7	-0.7

Remaining list, next part:
molecule	CSN deneddyl inh	Scp1 inh	NadD inh	PABP1 MLLE inh	STEP inh	Tb MetRS inh	Rpn11 inh	SUMO1 PPI mod	DNMT1 block	LMPTP block
O=C(Nc1nnc(-c2ccccc2)o1)c1cc(Cl)sc1Cl	2	-8	2	6	1	1.3	i	7	0	1.2
CCOc1ccccc1/C=C(\C#N)C(=O)Nc1cccc(C(=O)O)c1	3	-12	1	-5	-1	0.9	i	4	3	-1.4
COc1ccc(NC(=O)CN(c2ccc(OC)c(Cl)c2)S(=O)(=O)c2ccccc2)cc1	1	-18	-3	13	-4	0.4	i	-4	2	1.8
Cc1ccc(C)c(S(=O)(=O)N2CCN(c3ncccn3)CC2)c1	-10	-7	0	-3	-3	0.5	i	-1	-2	1.5
NS(=O)(=O)c1cccc(NC(=O)CN2C(=O)C(=O)N(Cc3ccccc3)C2=O)c1	-5	-1	-2	-9	-2	-0.2	i	0	1	-0.5
CCOc1ccc(C2C(C(=O)c3ccc(C)o3)=C(O)C(=O)N2CCCN(CC)CC)cc1 (stereo not drawn)	-1	-14	-2	0	2	0.5	i	1	2	-1.5
CCCc1nnc(NC(=O)COc2ccc3c(c2)OCO3)s1	-4	-1	-6	-2	-1	-0.3	i	-1	2	-0.9
COc1ccc(CC(NC(C)=O)C(=O)NC2CCN(S(=O)(=O)c3ccccc3)CC2)cc1OC (stereo not drawn)	-4	0	-5	-10	-4	-1.4	i	1	0	-1.6
COc1ccc2oc(C)c(C(=O)c3ccc(C)cc3)c2c1	0	-14	-7	0	-1	-1.2	i	-4	0	1.4
COCCn1c(C)cc(C(=O)CN2c3cccc4cccc(c34)S2(=O)=O)c1C	-6	-3	-3	2	2	0.2	i	-9	-10	0.4
Oc1cc(O)c2c(c1)OC(c1ccc(O)c(O)c1)C(O)C2 (stereo not drawn)	-3	-9	0	-10	-2	-0.7	i	6	6	-1.0
CCC1(c2ccccc2)NC(=O)N(CC(=O)N(CC(=O)Nc2ccccc2C(F)(F)F)Cc2ccco2)C1=O (stereo not drawn)	2	-6	3	-42	1	-0.4	i	-1	-4	-0.8
CC(=O)N1CCc2cc(Br)cc(S(=O)(=O)NCCCN(C)Cc3ccccc3)c21	3	1	-3	3	-1	-0.4	i	-3	1	-3.1
CCOc1ccc(N(CC(=O)NC2CCCCCC2)S(=O)(=O)c2c(C)noc2C)cc1	-5	-6	-3	4	-1	0.1	i	2	3	-0.4
CC(=O)Nc1cccc(C(=O)NCCc2ccco2)c1	0	-6	-2	2	0	-0.5	i	4	-1	-0.2
CN(C)Cc1c(-c2ccc(Cl)cc2)nc2ccc(Cl)cn12	4	1	-5	7	-3	-0.5	i	1	3	0.0
CCc1ccc(Nc2nnc(SCC(=O)Nc3cccnc3Cl)s2)cc1	3	-8	-6	-7	-4	-0.3	i	2	-1	0.3
O=C(O)C/C(=C\c1ccc2c(c1)OCO2)c1nc2ccccc2s1	-2	-7	-1	-11	-2	0.1	i	-8	0	-1.7
COc1cccc(-c2nn(-c3ccccc3)cc2CN2CCCO2)c1	6	-3	0	1	0	-0.9	i	-1	1	-0.5
Cc1ccccc1-c1cccc([C@@H]2C[C@H]3CN(Cc4cccnc4)C(=O)[C@]34CCCN24)c1	2	-3	7	-9	2	-0.6	i	1	-9	0.7
COc1ccc(CC(=O)Nc2ccc(C)cc2O)cc1S(=O)(=O)N1CCOCC1	-4	-7	4	-7	-4	-0.5	i	-8	-10	-7.8
CSc1ccc(C(c2c(C)[nH][nH]c2=O)c2c(C)[nH][nH]c2=O)cc1	4	-5	-2	-5	-1	0.2	i	3	-16	3.4

From PubChem BioAssay
